PI5P4Ka inh: qHTS for Inhibitors of phosphatidylinositol 5-phosphate 4-kinase (PI5P4K); Phosphatidylinositol 5-phosphate 4-kinase type-2 alpha (Homo sapiens), P48426; actives 1.2% (n = 330,000); AID 652105, 2013; PI5P4Kalpha enzyme, ADP-Glo luminescence, 60 min; hits give low values; max response, %; active = max response of -50% or lower; inconclusive = between -30% and -50%; inactive = -30% or higher; note: value at the top dose of about 77 µM; % is set by controls: 0 for no effect and ±100 for the full control effect
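Reactions run in 0.038 M HEPES pH 7.4, 0.28 mM EGTA, 0.1% CHAPS and 5% DMSO, with PI5P4Kalpha, substrate, compound and 5 microM ATP final, one hour at room temperature. Readout is ADP-Glo luminescence.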
WRN helicase inh: qHTS for Inhibitors of WRN Helicase; WRN helicase unwinding, fluorescent forked duplex, kinetic; Potency, µM (doses to about 114 µM), for inactives: at the top dose activity change, negative = inhibition, actives largely listed as inhibitors; actives 0.46% (n = 360,000); note: potency is the fitted concentration of half-maximal effect; % is set by controls: 0 for no effect and ±100 for the full control effect; nearly all actives have a fitted effect of over 55% in size
Target sequence (Q14191 whole entry, looked up): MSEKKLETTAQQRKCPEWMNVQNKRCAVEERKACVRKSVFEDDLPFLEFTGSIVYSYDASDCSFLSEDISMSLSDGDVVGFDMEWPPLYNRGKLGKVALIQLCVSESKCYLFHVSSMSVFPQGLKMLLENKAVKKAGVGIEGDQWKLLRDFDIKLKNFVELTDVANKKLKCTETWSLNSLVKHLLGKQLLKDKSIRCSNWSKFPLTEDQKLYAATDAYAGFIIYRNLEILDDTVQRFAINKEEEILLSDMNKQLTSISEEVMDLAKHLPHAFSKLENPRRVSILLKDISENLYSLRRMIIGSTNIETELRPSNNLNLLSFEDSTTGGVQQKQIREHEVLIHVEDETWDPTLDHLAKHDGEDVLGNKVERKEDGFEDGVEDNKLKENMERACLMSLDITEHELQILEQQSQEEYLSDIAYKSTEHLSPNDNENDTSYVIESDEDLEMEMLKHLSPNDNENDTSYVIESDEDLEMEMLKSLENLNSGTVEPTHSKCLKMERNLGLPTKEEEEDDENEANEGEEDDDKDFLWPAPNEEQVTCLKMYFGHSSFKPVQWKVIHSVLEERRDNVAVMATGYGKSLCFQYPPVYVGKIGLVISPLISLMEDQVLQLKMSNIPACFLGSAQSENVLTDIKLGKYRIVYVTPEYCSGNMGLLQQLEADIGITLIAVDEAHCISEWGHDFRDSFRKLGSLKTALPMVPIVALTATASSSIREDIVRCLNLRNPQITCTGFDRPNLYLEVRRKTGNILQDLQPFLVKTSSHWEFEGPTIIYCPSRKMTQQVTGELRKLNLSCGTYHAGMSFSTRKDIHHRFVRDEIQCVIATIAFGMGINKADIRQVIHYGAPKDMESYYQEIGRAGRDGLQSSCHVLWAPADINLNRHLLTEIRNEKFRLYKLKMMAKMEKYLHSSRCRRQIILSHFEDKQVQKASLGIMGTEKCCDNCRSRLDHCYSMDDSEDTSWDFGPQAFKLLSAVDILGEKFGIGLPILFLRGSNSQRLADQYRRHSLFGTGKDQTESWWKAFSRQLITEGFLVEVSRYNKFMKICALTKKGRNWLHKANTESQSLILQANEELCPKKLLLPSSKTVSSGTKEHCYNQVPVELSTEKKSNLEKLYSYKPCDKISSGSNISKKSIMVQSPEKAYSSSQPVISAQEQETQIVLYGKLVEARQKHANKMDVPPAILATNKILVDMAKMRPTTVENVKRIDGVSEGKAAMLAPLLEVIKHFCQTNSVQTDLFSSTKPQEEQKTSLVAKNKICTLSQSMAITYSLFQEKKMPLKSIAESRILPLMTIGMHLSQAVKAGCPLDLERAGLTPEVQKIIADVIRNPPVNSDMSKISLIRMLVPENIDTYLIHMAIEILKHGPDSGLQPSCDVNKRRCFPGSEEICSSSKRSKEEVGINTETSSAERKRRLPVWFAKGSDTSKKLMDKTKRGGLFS
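WRN at 20 nM final preincubated with compound 15 min at room temperature; reaction started with 100 nM fluorophore/quencher forked duplex oligonucleotide and 2 mM ATP final. Unwinding followed kinetically by red fluorescence (ex 525, em 598 nm).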
PLK1 PBD inh: qHTS for Inhibitors of PLK1-PDB (polo-like kinase 1 - polo-box domain): Primary Screen; Serine/threonine-protein kinase PLK1 (Homo sapiens), P53350; Plk1 PBD binding of FITC phosphopeptide, fluorescence polarization; Potency, µM, inactives show max response, negative = inhibition, usual class: inhibitors; actives 2.8% (n = 360,000); note: potency is the fitted concentration of half-maximal effect; series mostly up to about 57 µM; % is set by controls: 0 for no effect and ±100 for the full control effect; nearly all actives have a fitted effect of over 65% in size
CCT modulator: High-Throughput Screening for Modulators of Cytosolic Chaperonin Activity; purified chaperonin ATPase assay, HTRF ADP detection, 30 min; activity change, % (no concentration beside the values), hits read low; actives 0.3% (n = 360,000); AID 651819, 2012; in the data active = activity change below about -30%; note: % is set by controls: 0 for no effect and ±100 for the full control effect
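We incubate TRiC, 40 or 20 nM final, with library compounds at 76 uM and 10 uM ATP for 30 min at 37 °C. ADP formed is detected with Transcreener HTRF reagents after 30 min at room temperature.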
IL-2 act: qHTS of IL-2 Activators | IL-2 activation reporter assay, cell-based qHTS; stimulated with anti-CD3/CD4/CD28 beads; in transgenic mouse T cells | activation, % (series mostly up to about 46 µM) | actives 0.065% (n = 360,000); in the data active = activation above about 50%; inconclusive = mostly about 30% to 49%; note: 0% is about no effect
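Unstimulated transgenic mouse T cells; 60-min compound exposure; bead-based TCR/CD4/CD28 stimulation; 18 h culture, 37 degrees C; dual fluorescence (EGFP, DsRed) plate cytometry.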
EPAC2 ag: qHTS for Agonist of cAMP-regulated guanine nucleotide exchange factor 4 (EPAC2): primary screen. Rap guanine nucleotide exchange factor 4 (Homo sapiens), Q8WZA2. EPAC2 activation, biochemical qHTS; response scale: 100% = 6.5 mM cAMP response. Potency, µM (titrated, usually from 154 µM), without a hit: top-dose activation, most hits filed as activators. actives 0.079% (n = 360,000). AID 720711, 2013; note: potency is the fitted concentration of half-maximal effect; nearly all actives have a fitted effect of over 50% in size
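Guanine nucleotide exchange by EPAC2 is measured as reduced fluorescence of BODIPY-GDP once it is released from 250 nM Rap1B. Plates are read kinetically for 30 min at room temperature; results are scaled to 6.5 mM cAMP.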
EPAC1 antagonist: qHTS for Antagonist of cAMP-regulated guanine nucleotide exchange factor 3 (EPAC1): primary screen; EPAC1 GEF assay, Rap1b-BODIPY-GDP exchange fluorescence; Potency, µM (titrated, usually from 115 µM), without a hit: at the top dose activity change, negative = inhibition, most hits filed as inhibitors; AID 720709, 2013; actives 0.14% (n = 360,000); Rap guanine nucleotide exchange factor 3 (Homo sapiens), O95398;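 note: potency is the fitted concentration of half-maximal effect; plate controls were vehicle for no effect and positive control for full effect; nearly all actives have a fitted effect of over 50% in size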
EPAC1 ag: qHTS for Agonist of cAMP-regulated guanine nucleotide exchange factor 3 (EPAC1): primary screen; EPAC1 agonist qHTS, biochemical assay; response scale: 100% = response to 6.5 mM cAMP; Potency, µM (top dose mostly 154 µM), inactives show top-dose activation, most hits filed as activators; Rap guanine nucleotide exchange factor 3 (Homo sapiens), O95398; actives 0.073% (n = 360,000); note: potency is the fitted concentration of half-maximal effect; nearly all actives have a fitted effect of over 60% in size
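Compounds were pinned as a concentration titration into mixtures of EPAC1 (100 nM), BODIPY-GDP-loaded Rap1B (250 nM) and GDP (50 uM). After 5 min at room temperature, fluorescence was followed for 30 min; activity was scaled to 6.5 mM cAMP.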
Starred values were filed as active, the others as inactive; ? = inconclusive; . = no result given; [ ] = another dose, or the depositor's remark. Unless noted, calls come from the whole dose curve; as a rule, active = well fitted curve in the direction sought with a large enough effect; inconclusive = small, poorly fitted or top-dose-only effect, or another doubt; inactive = no such curve, though single readings can be large; an effect the other way counts as inactive or inconclusive. Only part of the results is shown; the hit share may differ from the screen's.

entry	molecule	PI5P4Ka inh	WRN helicase inh	PLK1 PBD inh	CCT modulator
1	COc1ccc(C(C#N)CCC2OCCO2)cc1OC (stereo unspecified)	-4	14%	1%	-0.4
2	Cc1cccc(NC(=O)c2ccco2)c1C	-3	6%	0%	0.5
3	ON1C2CCCCC2N(O)C1c1c(F)c(F)c(F)c(F)c1F (stereo unspecified)	0	2%	-22%	-2.9
4	CCCc1c(OCCCOc2ccc(OCC(=O)O)cc2)ccc(C(C)=O)c1O	30	-14%	?	0.9
5	O=C1CSC(c2cccnc2)N1Cc1ccc(Cl)cc1Cl (stereo unspecified)	-7	4%	-17%	1.4
6	C[C@@H]1COC(=O)[C@@H](Cc2ccc(F)cc2)C/C=C\C[C@@H](CC(=O)N(CCO)Cc2ccccc2)C(=O)N1	3	7%	-8%	-2.0
7	CN(C)S(=O)(=O)c1cccc(COC(=O)C2=COCCO2)c1	-3	1%	-16%	3.0
8	CCc1nnc(NC(=O)C2CCCCN2S(=O)(=O)c2ccccc2)s1 (stereo unspecified)	-4	-2%	-16%	0.4
9	CC(C1CC1)N(C(=O)c1ccccc1O)c1ccccc1 (stereo unspecified)	.	4%	-1%	-1.5
10	O=C(CCN1C(=O)/C(=C/c2ccc(F)cc2)SC1=S)NC1C=CS(=O)(=O)C1 (stereo unspecified)	-6	2%	6%	-0.3
11	Cc1cc(C)c(NC(=O)Cn2ncc3ccccc32)c(C)c1	-13	-22%	-11%	-1.4
12	CN(C#N)c1nc(N2CCOCC2)nc(N2CCOCC2)n1	5	-7%	0%	-4.9
13	COc1ccc(S(N)(=O)=O)cc1C(=O)OCCCOc1ccc(F)cc1	3	-6%	-3%	-1.5
14	O=c1oc2cc(O)ccc2cc1S(=O)(=O)c1ccccc1	-1	5%[11.6 µM]	-13%	-6.7
15	CN(C)c1ccc(NC(=O)CSc2nc3c(c(=O)[nH]2)CCCC3)cc1	.	-2%[11.6 µM]	-2%	-2.7

entry	IL-2 act	EPAC2 ag	EPAC1 antagonist	EPAC1 ag
1	-0.4	7%	14%	2%
2	1.2	9%	26%	-6%
3	1.6	-2%	5%	-2%
4	0.8	-12%	-4%	-9%
5	-0.2	5%	20%	2%
6	-0.5	8%	3%	9%
7	-2.8	-2%	8%	2%
8	-0.6	-1%	2%	-7%
9	2.5	-1%	0%	-4%
10	-0.1	-7%	3%	1%
11	-2.0	8%	?	6%
12	-0.3	-2%	-1%	3%
13	2.2	5%	-6%	-6%
14	-0.4	8%	?	0%
15	-2.0	2%	13%	-5%

Following part
entry	molecule	PI5P4Ka inh	WRN helicase inh	PLK1 PBD inh	CCT modulator
16	CN(C(=O)OCc1ccccc1)C(CC(N)=O)C(=O)O (stereo unspecified)	.	-4%	-6%	-6.2
17	CCc1ccc2[nH]c(=O)c(C(c3nnnn3Cc3ccccc3)N3CCOCC3)cc2c1 (stereo unspecified)	0	8%	-4%	0.4
18	CC(=O)Nc1cccc(NC(=S)Nc2cccc(Cl)c2C)c1	6	-4%	-18%	-0.6
19	CCCCC(CC)C(=O)Nc1cc([N+](=O)[O-])ccc1F (stereo unspecified)	1	-4%	-5%	-2.2
20	N#Cc1c(N)nc2c(c1-c1cccc(O)c1)CCCCCC2	.	-13%	-1%	0.2
21	O=C(CCC(=O)OCCCC(F)(F)C(F)(F)F)NC1CCCCC1	.	4%	-6%	-2.4
22	O=C(O)Cc1ccc(NC(=O)COc2ccc3ccccc3c2)cc1	0	-25%	-16%	0.0
23	CC(=O)NC1(C(=O)O)CCCC1	-5	-28%	-10%	0.8
24	COCC(CN1CCN(C2=NS(=O)(=O)c3ccccc32)CC1)OC(=O)c1ccc(OC)cc1 (stereo unspecified)	10	3%	5%	-1.9
25	Cc1nn(CCCC(=O)NCc2ccccc2Cl)c(=O)c2nccn12	2	1%	-11%	-0.1
26	CC(C)(CC(=O)N1CCN(c2ccc(Cl)cc2)CC1)CC1=NS(=O)(=O)c2ccccc2N1	-6	-10%	-4%	3.7
27	O=C(NCc1ccc2c(c1)OCO2)C1CCCN1C(=O)Nc1ccc(Cl)cc1 (stereo unspecified)	8	-2%[57.1 µM]	-1%	1.2
28	COc1cc(OC)cc(-n2nnnc2SCC(=O)N2CCCC2)c1	.	-3%	0%	-0.8
29	COC(=O)CSC1=C(C#N)C(c2sccc2C)CC(=O)N1 (stereo unspecified)	-4	-16%	-6%	-0.3
30	COc1ccc2c(c1)CN(C)S(=O)(=O)c1ccccc1-2	6	5%	-4%	1.1

entry	IL-2 act	EPAC2 ag	EPAC1 antagonist	EPAC1 ag
16	-2.6	10%	-1%	10%
17	-1.7	-6%	-8%	-4%
18	-0.2	5%	-17%	-1%
19	-0.6	0%	-6%	-5%
20	0.6	3%	6%	16%
21	-1.4	-16%	-2%	-20%
22	-2.6	12%	-1%	9%
23	-4.9	8%	1%	-16%
24	-2.5	3%	13%	3%
25	1.2	7%	-3%	8%
26	0.9	11%	-16%	10%
27	0.4	4%	5%	13%
28	2.2	-7%	7%	-1%
29	-0.5	2%	2%	-6%
30	-0.4	7%	-26%	0%

Next part:
entry	molecule	PI5P4Ka inh	WRN helicase inh	PLK1 PBD inh	CCT modulator
31	CCOc1ccccc1/C=C(\C#N)C1=CCCC1	-1	2%	0%	1.4
32	CCOc1cc(OCC)cc(C(=O)N2CCC[C@H]2C(=O)N2CCC[C@H]2C(=O)N(C)Cc2ccccc2)c1	-8	4%	-3%	0.1
33	O=C(Nc1cc(C(F)(F)F)ccc1-n1cnc2ccccc21)c1ccccc1	3	-2%	-2%	-2.3
34	CCOC(=O)/C(C#N)=N/Nc1ccccc1C(=O)O	-17	1%	-15%	-1.3
35	CCCCC(NC(=O)CCc1c(C)c2cc3c4c(oc3c(C)c2oc1=O)CCCC4)C(=O)O (stereo unspecified)	3	-10%	-16%	1.6
36	COc1ccccc1C(CC(N)=O)c1ccco1 (stereo unspecified)	-1	-7%	-9%	-6.0
37	COC(=O)Cc1nnc(NC(=O)C(C)C)s1	0	4%	2%	-2.8
38	CC(=O)c1ccc(C(=O)N2CCc3c([nH]c4ccccc34)C2c2cccc(C)n2)s1 (stereo unspecified)	0	-14%	-5%	-0.7
39	CC(C)N1CCC(N2CCN(CC#Cc3ccccc3)CC2CCO)CC1 (stereo unspecified)	1	-1%	-4%	-1.5
40	Clc1ccc2nc(-c3ccccc3)c(CN3CCOCC3)n2c1	.	-4%	-6%	0.6
41	COc1ccccc1C(=O)Oc1ccc2c(c1)O/C(=C\c1ccncc1)C2=O	-57*	-1%	0%	-0.8
42	Nc1c(-c2ccccc2)n[nH]c1-c1ccccc1	.	-5%	-2%	-1.7
43	COc1cc(OC)cc(C(=O)Nc2nc(CC(=O)NCc3ccc(F)cc3)cs2)c1	4	-1%	-3%	-1.9
44	COc1c(F)c(F)c(C(=O)Nc2cccc(Cl)c2N2CCOCC2)c(F)c1F	2	5%	0%	-0.8
45	O=C(NCc1nnc(SCC(=O)N2CCCCC2)o1)c1c(F)cccc1Cl	0	6%	0%	-0.1

entry	IL-2 act	EPAC2 ag	EPAC1 antagonist	EPAC1 ag
31	0.0	7%	-5%	11%
32	-0.2	-1%	-1%	-14%
33	-3.1	3%	-8%	0%
34	-2.6	-4%	-11%	-6%
35	0.3	1%	-2%	-5%
36	-0.8	25%	-11%	2%
37	-0.4	-1%	4%	2%
38	-4.1	7%	4%	10%
39	-0.6	1%	12%	14%
40	3.6	-3%	-6%	4%
41	0.3	7%	24%	100µM*
42	-0.1	-1%	3%	2%
43	-3.1	-6%	-6%	1%
44	0.9	-3%	-2%	0%
45	-0.7	6%	7%	-3%

One compound at a time (already shown). Order of screens: PI5P4Ka inh | WRN helicase inh | PLK1 PBD inh | CCT modulator | IL-2 act | EPAC2 ag | EPAC1 antagonist | EPAC1 ag
O=C(NCc1nnc(SCC(=O)N2CCCCC2)o1)c1c(F)cccc1Cl across the screens: 0 | 6% | 0% | -0.1 | -0.7 | 6% | 7% | -3%
COc1ccccc1C(CC(N)=O)c1ccco1 (stereo unspecified) across the screens: -1 | -7% | -9% | -6.0 | -0.8 | 25% | -11% | 2%

Some of these compounds in order of length of the SMILES, lowest first:
entry	molecule	PI5P4Ka inh	WRN helicase inh	PLK1 PBD inh	CCT modulator
31	CCOc1ccccc1/C=C(\C#N)C1=CCCC1	-1	2%	0%	1.4
34	CCOC(=O)/C(C#N)=N/Nc1ccccc1C(=O)O	-17	1%	-15%	-1.3
45	O=C(NCc1nnc(SCC(=O)N2CCCCC2)o1)c1c(F)cccc1Cl	0	6%	0%	-0.1

entry	IL-2 act	EPAC2 ag	EPAC1 antagonist	EPAC1 ag
31	0.0	7%	-5%	11%
34	-2.6	-4%	-11%	-6%
45	-0.7	6%	7%	-3%

Later entries
entry	molecule	PI5P4Ka inh	WRN helicase inh	PLK1 PBD inh	CCT modulator
46	Cc1cc(NC(=O)CCC(=O)N(Cc2ccco2)C2(C(=O)NC3CCCCC3)CCCCC2)no1	-6	13%	-18%	0.1
47	O=C(CN1CCC(NC(=O)C2CC2)CC1)Nc1cccc(F)c1	5	-26%	-2%	-1.0
48	Cc1cc(N2CCN(C)CC2)nc2ccc(NC(=S)N3CCN(c4ccc(F)cc4)CC3)cc12	13	4%	-7%	-0.7
49	Cn1c(Cn2cnc3ccccc32)nnc1SCC(=O)CC(=O)Nc1ccccc1	-3	-13%	-7%	0.5
50	C=C1C(=O)OC2C1CCC(C)=C1C(=O)C3OC3(C)C12 (stereo unspecified)	1	-4%	19µM*	-0.2
51	N#Cc1ccsc1NC(=O)COC(=O)c1ccc2ccccc2c1	?	-18%	2%	3.3
52	C/C(Cc1ccccc1)=N\NC(=O)c1cccnc1	2	3%	-4%	-2.4

entry	IL-2 act	EPAC2 ag	EPAC1 antagonist	EPAC1 ag
46	0.4	9%	-9%	10%
47	-2.1	1%	8%	8%
48	-2.3	3%	-24%	2%
49	2.6	-2%	-4%	7%
50	-0.6	-3%	5%	-7%
51	-2.3	-11%	-1%	-9%
52	1.6	-3%	?	-11%
